# All columns: NCI-60 one-dose screen, growth in % after 48 h at 10 µM unless noted; 100 = growth as untreated, 0 = no growth, -100 = all killed.
# SW-620: SW-620 colon cancer; actives 5.2% (n = 82,000)
# KM12: KM12 colon cancer cells; AID 1794800; actives 5% (n = 82,000)
# HCC-2998: HCC-2998 colon cancer | actives 4.7% (n = 79,000)
# SF-268: SF-268 CNS cancer cells; actives 3.1% (n = 82,000)
# HCT-116: HCT-116 colon cancer | actives 7.3% (n = 82,000)
# SNB-75: SNB-75 CNS cancer; actives 5% (n = 79,000); AID 1794750
# HT29: HT29 colon cancer; actives 7.4% (n = 81,000); AID 1794748
# SNB-19: SNB-19 CNS cancer cells | AID 1794751 | actives 2.5% (n = 81,000)
# HCT-15: HCT-15 colon cancer | actives 5.2% (n = 82,000)
# Active calls of the source: *; x = no result given; & = joins results of further samples. Rule for the calls: active = growth percent below 10; inactive = the rest.
compound	SW-620	KM12	HCC-2998	SF-268	HCT-116	SNB-75	HT29	SNB-19	HCT-15
C/C(Cc1ccccc1)=N\NC(N)=S	80.5	102.6	99.6	92.3	14.2	104.1	62.3	107.5	85.0
CC(=O)Oc1c(Cl)cc(Cl)c(Cl)c1[N+](=O)[O-]	101.7	102.4	x	102.2	104.5	88.8	101.4	103.0	100.6
COc1ccc(/C=C/C(=O)Nc2ccc(-c3nc4ccc(OC)cc4s3)cc2)cc1	114.4	110.6	110.0	116.4	105.5	102.0	109.9	105.2	111.0
Cc1ccc(C)c2c1SC1=NNC(N3CCCCC3)=C(C#N)C(=N)N12	105.7	109.1	103.9	112.2	102.5	90.3	109.1	112.2	101.7
CCCCNc1cccc2ccccc12	84.5	120.8	107.2	118.4	84.8	91.8	108.8	88.0	82.4
BrCc1ccc(-c2ccccc2)cc1	103.3	98.7	x	103.2	103.3	81.9	102.9	106.8	101.2
COc1cc(/C=C\c2cccnc2Nc2ccccc2)cc(OC)c1OC	42.1	42.2	63.0	46.7	31.4	63.9	31.2	47.5	43.7
Cc1csc(SCc2nc3sc(C)c(C)c3c(=O)[nH]2)n1	105.5	185.8	103.6	120.9	98.5	111.9	95.9	106.2	127.6
COc1ccc(/C=N/OCCC(=O)N2CC(C)OC(C)C2)cc1OC1CCCC1 (stereo not drawn)	100.3	106.7	106.0	99.4	81.5	89.4	111.6	98.0	104.6
C=C(C)[C@@H]1CC[C@]2(C(=O)N3CCN(C)CC3)CC[C@]3(C)[C@H](CC[C@@H]4[C@@]5(C)C/C(=C/O)C(=O)C(C)(C)[C@@H]5CC[C@]43C)[C@@H]12	116.0	112.5	111.1	99.4	102.3	92.9	102.4	93.8	108.7
COc1ccc(OC)c(NC(=O)CSC(N)=O)c1	104.0	92.5	97.2	96.3	96.7	87.7	94.3	90.1	98.6
COc1ccc(/C=N\NC(=O)c2ccncc2)cc1O	107.3	94.2	100.8	99.0	94.1	74.8	112.5	95.1	107.4
Cc1oc2ccccc2c(=O)c1C(=O)c1ccc(O)cc1	107.8	110.5	119.1	102.4	105.9	114.3	111.7	98.7	105.8
Cc1ccc(C(C)C)cc1NC(=O)c1ccccc1O	62.8	48.5	47.5	55.2	34.6	46.4	103.3	37.2	35.0
O=C(CCl)Oc1ccc(C2CCCCC2)cc1	103.3	107.4	109.9	103.7	111.2	95.4	106.6	107.4	108.7
NC(CSC(c1ccccc1)(c1ccccc1)c1ccc(F)cc1)C(=O)O (stereo not drawn)	30.1	5.2*	4.6*	24.4	-7.7*	-0.7*	4.4*	35.3	35.3
COc1cc(-c2c(C#N)nnn2-c2cccc(Cl)c2)cc(OC)c1OC	104.2	101.8	100.7	99.6	98.3	69.6	86.8	98.7	84.0
Clc1nc2ccccc2n2c1nc1ccccc12	96.4	99.4	66.9	89.7	87.9	81.5	83.5	89.4	70.7
Cc1ccc(S(=O)(=O)NC(=O)Nc2nccs2)cc1	100.2	104.1	98.9	109.9	106.5	94.6	105.2	102.3	105.0
CCc1cc(C(N)=S)ccn1	110.3&108.9	110.9&109.2	96.9&95.2	105.6&95.2	99.2&98.2	93.0&92.0	96.7&120.7	105.0&98.1	99.8&110.9
C/C(=N\N=C1/NC(=O)CS1)c1nnn(-c2ccc([N+](=O)[O-])cc2)c1C	97.8	93.7	109.5	106.7	104.7	113.4	109.5	95.4	94.2
CCC1(C)c2c(cc([N+](=O)[O-])c(C)c2[N+](=O)[O-])C(C)(C)C1C (stereo not drawn)	113.2	116.1	95.5	100.3	90.1	88.2	97.6	99.6	99.9
CC(O)CCNC(C(=O)c1ccccc1)c1ccccc1 (stereo not drawn)	101.1&109.2	109.1&101.1	99.3&106.4	99.6&101.8	96.1&98.1	92.4&88.1	95.0&90.1	98.1&108.4	96.6&101.8
CN1CCCc2cc(/C=C3\SC(=S)N(CC(=O)O)C3=O)ccc21	95.2	96.3	103.8	95.7	102.1	107.3	107.5	103.6	96.9

# Given with values under each structure: entries from further up
# Each structure is followed by: SW-620	KM12	HCC-2998	SF-268	HCT-116	SNB-75	HT29	SNB-19	HCT-15
CCc1cc(C(N)=S)ccn1
    110.3&108.9	110.9&109.2	96.9&95.2	105.6&95.2	99.2&98.2	93.0&92.0	96.7&120.7	105.0&98.1	99.8&110.9
CCCCNc1cccc2ccccc12
    84.5	120.8	107.2	118.4	84.8	91.8	108.8	88.0	82.4
C=C(C)[C@@H]1CC[C@]2(C(=O)N3CCN(C)CC3)CC[C@]3(C)[C@H](CC[C@@H]4[C@@]5(C)C/C(=C/O)C(=O)C(C)(C)[C@@H]5CC[C@]43C)[C@@H]12
    116.0	112.5	111.1	99.4	102.3	92.9	102.4	93.8	108.7
CN1CCCc2cc(/C=C3\SC(=S)N(CC(=O)O)C3=O)ccc21
    95.2	96.3	103.8	95.7	102.1	107.3	107.5	103.6	96.9
Cc1ccc(C)c2c1SC1=NNC(N3CCCCC3)=C(C#N)C(=N)N12
    105.7	109.1	103.9	112.2	102.5	90.3	109.1	112.2	101.7

# Further structures.
compound	SW-620	KM12	HCC-2998	SF-268	HCT-116	SNB-75	HT29	SNB-19	HCT-15
CN1CCN(c2nc(-c3cccc4ccccc34)nc3sc4c(c23)CCCCCC4)CC1	83.8	98.8	95.8	82.0	67.9	49.1	71.2	91.5	91.8
COCCNC(=O)c1ccc(OC2CCN(Cc3ccc(F)c(F)c3)CC2)c(Cl)c1	104.9	97.0	107.0	96.0	104.2	107.9	113.9	113.2	107.7
Cc1[nH]c(C(=O)Nc2ccc(C(=O)NC(C)C(=O)O)cc2OC(C)C)c(Cl)c1Cl (stereo not drawn)	100.1	109.1	117.8	95.5	106.8	97.1	104.1	98.9	106.2
COC(=O)N[C@@H](C)CNc1nccc(-c2sc(C(C)(C)C)nc2-c2cccc(NS(=O)(=O)c3c(F)cccc3F)c2F)n1	38.4	45.6	68.2	88.8	38.6	119.1	20.1	81.7	46.0
O=C(Nc1ccccc1)Nc1ccccc1	112.8&103.1&97.4	110.5&93.1&93.4	100.9&107.5&97.8	108.6&95.3&90.3	108.8&111.5&104.7	84.8&96.4&80.7	99.2&110.6&87.2	115.9&97.2&103.9	108.3&99.1&103.5
CC(=O)Nc1ccc(Cl)cc1-c1n[nH]c(=O)[nH]c1=O	89.2	117.0	112.4	131.4	101.2	101.3	92.8	x	100.0
CN1CCN(c2ccc(NC(=O)CN(c3ccc(F)cc3)S(=O)(=O)c3ccc(Cl)cc3)cc2)CC1	93.3	100.9	102.1	90.5	71.7	73.9	32.0	100.1	80.3
COC(=O)/C=C1/S/C(=N\N=C\c2ccc(OS(=O)(=O)C(F)(F)C(F)(F)C(F)(F)C(F)(F)C(F)(F)C(F)(F)C(F)(F)C(F)(F)F)cc2)N(c2ccccc2)C1=O	100.4	108.6	111.8	80.7	89.5	62.3	112.0	63.7	99.2
CCCCC(CC)CCC(C)OC(=O)c1ccc(Cl)cc1 (stereo not drawn)	105.6	104.8	103.0	106.9	106.6	91.8	117.8	109.4	104.4
COc1ccc(C(=O)Cc2ccccc2C(=O)O)cc1	101.9	97.9	109.6	105.4	112.9	88.0	109.2	92.8	106.0
O=C(Nc1ccccc1)Nc1nc2ccc([N+](=O)[O-])cc2[nH]1	56.0	45.2	60.4	71.5	39.4	84.9	84.4	66.3	40.9
Cc1nc([P+](c2ccccc2)(c2ccccc2)c2ccccc2)c(N2CCCCC2)o1	37.0	10.1	31.6	26.0	10.9	37.9	14.1	18.7	102.8
CCCCCCCCn1ccc2cc(NC(=O)Cn3cc(CN4CCCCCC4)nn3)ccc21	-78.3*	-27.8*	-80.9*	15.5	-77.3*	87.5	-48.3*	14.4	-65.9*
O=C(CN1CCNCC1)Nc1ccc2oc(=O)ccc2c1	105.4	109.0	99.6	104.5	104.3	85.3	107.7	99.8	106.9
COc1ccc(/C=N/NC(=O)c2cnn(CC(O)c3ccccc3)c2N)cc1Oc1ccccc1 (stereo not drawn)	83.5	64.0	87.2	83.4	81.7	107.1	61.5	85.6	68.5
CS(=O)(=O)c1ccc(-c2nc3ccccc3n2CC(=O)NCN)cc1	95.1	99.9	101.2	100.3	88.5	97.7	97.6	105.4	107.6
O=S(=O)(N=C1C=CC(=NS(=O)(=O)c2ccccc2)C=C1)c1ccccc1	97.0	110.0	107.9	114.0	104.5	83.4	106.3	98.8	106.9
CCOP(=O)(OCC)C(NC(=O)c1ccc(OC)cc1)C(=O)N1CCC(O)CC1 (stereo not drawn)	109.2	107.5	104.2	105.5	105.4	x	93.1	93.7	96.3
COc1ccc2c(c1)/C(=C(/C#N)C(=O)Nc1ccc(S(N)(=O)=O)cc1)C(=O)N2	99.5	104.2	105.8	96.4	107.3	86.0	105.1	100.4	102.6
COc1cc(/C=N/NC(=O)COc2ccc(NC(=O)Nc3ccc(Cl)cc3)cc2)cc(OC)c1OC	x	103.2	111.8	113.7	112.6	108.6	105.6	96.5	99.7
CCC(CC)CC1CN2CCc3cc(OC)c(OC)cc3C2CC1(O)CC (stereo not drawn)	102.4	98.1	x	99.3	103.4	94.2	96.3	114.3	98.4
NC(=O)CSSCC(N)=O	95.3	101.2	x	97.9	91.6	95.2	104.7	101.4	102.0
COc1cc(C(=O)c2cc(C(C)=O)c3ccc(C)cn23)cc(OC)c1OC	32.4	28.6	61.6	61.3	18.4	6.0*	15.6	40.0	18.9
Cc1ccc2[nH]c(O)c(N=NC(=O)c3cc4ccccc4[nH]3)c2c1	105.1	99.6	102.4	93.8	94.6	99.0	107.7	103.3	98.5
O=C1CN(C2=Nn3c(nnc3-c3cc(C(F)(F)F)cc(C(F)(F)F)c3)SC2)CCN1	102.6	111.5	x	111.2	100.1	x	109.4	106.6	100.8
COc1ccccc1/C=C\C#N	113.8	103.9	105.0	98.6	87.7	90.0	91.6	109.7	98.6
O=C(Nn1c(COc2ccccc2)nc2ccccc2c1=O)c1ccc(Cl)cc1	102.3	103.9	106.4	99.2	102.1	89.3	112.7	86.0	109.0
CCCCN1C(=O)/C(=c2\sc3n(c2=O)NC2C(N=3)N(CC)C(=O)N2CC)c2cccc(C)c21 (stereo not drawn)	77.5	91.9	108.3	88.3	58.0	67.9	109.7	94.6	74.2
O=C(c1ccccc1)c1ccc(Oc2ccc([N+](=O)[O-])cc2[N+](=O)[O-])cc1	3.1*	-17.8*	97.8	87.8	-12.8*	85.2	2.8*	77.4	2.7*
COc1ccc(-c2nn(-c3cccc(Cl)c3)cc2/C=C/C(=O)c2ccc(Br)cc2)cc1	99.6	93.8	108.0	98.1	89.0	89.6	90.4	88.1	89.2
CC(C)(C)c1cn2cccc(C(=O)N3CCN(CC(=O)Nc4ccc(Cl)cc4C(=O)c4ccccc4Cl)CC3)c2n1	60.6	54.2	x	85.8	33.3	78.4	22.2	73.2	47.5
S=c1[nH]nc(NC2CCCCC2)s1	104.6&109.5	110.0&102.5	104.6&99.5	109.1&107.0	97.5&111.2	89.7&103.1	101.7&102.2	99.7&118.8	98.3&98.7
COc1cc(C)c2sc3ccccc3c(=O)c2c1NCCN(C)C	34.9	65.0	28.9	61.3	43.0	50.5	16.3	65.2	39.3
COc1ccc(C2C(C#N)=C(/N=C/c3ccc(Cl)cc3)Oc3c2sc2c(C)cccc32)cc1 (stereo not drawn)	31.2	23.1	16.7	52.9	13.4	29.2	1.4*	27.9	18.8
Cn1cc(-c2cc3c(Nc4ccc(CC(=O)Nc5cc(C(C)(C)C)on5)cc4)ncnc3[nH]2)cn1	1.5*	3.4*	-2.6*	-23.3*	1.4*	-42.3*	-11.7*	3.8*	34.6&17.5
Cn1cc(-c2nc(-c3ccsc3)cs2)c2cc(Br)ccc21	96.0	87.5	108.0	95.5	81.0	90.4	87.8	110.7	82.6
COC(=O)C1CCC(NNC(=O)c2ccccc2)=N1 (stereo not drawn)	103.9	100.9	94.7	97.8	100.9	102.6	107.2	107.3	106.9
CCOC(=O)c1cc(C(=O)c2cc(OC)cc(OC)c2)n2ccc(-c3ccccn3)cc12	100.7	104.5	100.2	92.9	102.5	85.2	102.2	85.0	101.5
COc1ccc(CCNC(=O)c2cc(-c3cc(Cl)cc(Cl)c3)oc2C)cc1	85.9	86.0	95.2	89.1	88.5	87.9	96.7	98.0	72.3
CCC1=C(C)C(=O)[C@H](C)[C@@H](C(C)[C@@H]2OC(CC)=C(C)C(=O)[C@@H]2C)O1 (stereo partly drawn)	99.2	73.2	92.5	94.0	79.8	208.5	152.1	105.1	105.2
Cc1ccc(S(=O)(=O)C/C(=N\NC(=O)c2ccc(S(N)(=O)=O)cc2)c2cc3ccccc3o2)cc1	92.9	108.5	96.4	97.8	104.2	86.3	99.0	96.5	101.3
CN(Cc1ccccc1)c1nc(Cl)c(C2CC(c3ccc(Br)cc3)=Cc3[nH][nH]c(=O)c32)s1 (stereo not drawn)	103.6	112.2	101.0	99.9	45.8	102.6	111.1	103.3	102.8
Cc1cc(Nc2ccc(C)c(Cl)c2)nc(N)n1	117.0	96.4	98.3	90.4	98.2	78.3	95.2	109.7	97.7
O=c1[nH]c2cc(Br)ccc2c(O)c1/C=N/Nc1nc(-c2ccccc2)cs1	89.4	97.3	110.4	78.5	75.4	x	81.8	85.7	40.8
COc1cc(C2c3cc4c(cc3C(O)C(CO)C2CO)OCO4)cc(OC)c1OC (stereo not drawn)	19.6	16.1	40.9	35.9	23.1	-4.3*	5.4*	35.8	61.2
CNC(=O)c1cc(Oc2ccc3nc(NC(=O)NCCCO)sc3c2)ccn1	105.4	94.0	97.8	102.0	110.7	112.8	121.2	x	114.9
